MazF activator: activators of E. coli MazEF toxin-antitoxin RNase, primary screen, biochemical, fluorescence, uHTS; Endoribonuclease toxin MazF (Escherichia coli (strain K12)), P0AE70; FAM/BHQ RNA-DNA oligo cleavage fluorescence, 5 h; activation, % at 20 µM; 0.32% of 350,000 active; AID 504720, 2011; in the data active means activation above about 50%
Target sequence (P0AE70 whole entry, looked up): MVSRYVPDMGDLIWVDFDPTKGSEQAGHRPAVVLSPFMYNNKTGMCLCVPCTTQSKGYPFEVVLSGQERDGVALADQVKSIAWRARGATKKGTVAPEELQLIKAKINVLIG
Rv3671c inh: Rv3671c serine protease inhibitors, primary screen, biochemical, fluorescence polarization, M. tuberculosis H37Rv | inhibition, % at 5.96 µM | AID 2606, 2010 | 0.048% of 320,000 active | P9WHR9; in the data active means inhibition above about 38%;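 further: extracellular domain of Rv3671c used as enzyme; 0% = enzyme with DMSO and 100% = no enzyme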
Target sequence (P9WHR9 whole entry, looked up, the tested form may be a part): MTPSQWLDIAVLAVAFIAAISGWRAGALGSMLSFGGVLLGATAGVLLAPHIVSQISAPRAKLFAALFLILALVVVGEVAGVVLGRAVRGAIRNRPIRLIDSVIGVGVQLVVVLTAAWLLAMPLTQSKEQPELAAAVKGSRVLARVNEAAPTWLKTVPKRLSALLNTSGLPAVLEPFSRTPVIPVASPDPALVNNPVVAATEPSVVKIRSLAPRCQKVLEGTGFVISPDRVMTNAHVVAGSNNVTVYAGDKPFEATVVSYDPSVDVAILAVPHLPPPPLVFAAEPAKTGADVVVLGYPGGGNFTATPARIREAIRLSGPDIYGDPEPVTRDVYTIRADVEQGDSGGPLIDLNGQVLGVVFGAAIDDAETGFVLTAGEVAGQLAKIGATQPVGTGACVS
VHR inh abs: VHR1 phosphatase inhibitors, primary screen, biochemical, absorbance, uHTS; 0.52% of 290,000 active; AID 1654, 2009; recombinant VHR phosphatase, pNPP absorbance; inhibition, % at 13.3 µM; in the data active means inhibition above about 50%; further: some compounds called inactive have numbers as strong as hits
Target sequence (P51452 whole entry, looked up): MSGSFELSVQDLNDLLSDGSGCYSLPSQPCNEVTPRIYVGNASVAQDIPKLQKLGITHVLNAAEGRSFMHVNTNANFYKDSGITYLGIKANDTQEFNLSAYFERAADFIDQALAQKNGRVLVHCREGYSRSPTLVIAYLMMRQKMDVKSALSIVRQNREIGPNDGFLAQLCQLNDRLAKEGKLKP
TcdB inh: TcdB glycohydrolase inhibitors, primary screen, biochemical, single point, plate reader; 0.24% of 350,000 active; Toxin B (Clostridioides difficile), P18177; inhibition, % at 9.99 µM; AID 652162, 2013; TcdB glycohydrolase enzymatic assay; in the data active means inhibition above about 10%
Vc quorum ag: inducers of Vibrio cholerae quorum light production without autoinducers, primary screen, BH1578 luxS cqsA deficient, single point; V. cholerae BH1578 lux reporter, luminescence, 6 h; 0.16% of 350,000 active; activation, % at 18.7 µM; AID 588436, 2011; in the data active means activation mostly above about 9.7%, no sharp cut-off; further: not every result past the cut was called active; inactives centre near 0; reference of the scale not given here
3CLpro inhibitor: SARS-CoV 3CLpro protease inhibitors, primary screen, biochemical, quenched FRET; recombinant SARS-CoV 3CLpro, quenched FRET peptide cleavage; inhibition, % at 6 µM; 0.14% of 290,000 active; AID 1706, 2009; in the data active means inhibition above about 12%
CCHF vOTU inh: CCHFV vOTU protease inhibitors, primary screen, biochemical, Pep-AMC substrate, fluorescence; Crimean-Congo hemorrhagic fever virus L polyprotein viral ovarian tumor (vOTU) protease …; inhibition, % at 11.5 µM; 0.55% of 370,000 active; AID 651958, 2012; in the data active means inhibition above about 30%; further: 0% = vehicle wells with enzyme and 100% = no enzyme wells
Yp Topo-I inh: Yersinia pestis topoisomerase I inhibitors, primary screen, biochemical, cleavage product accumulation, plate reader, single point | DNA topoisomerase I (Yersinia pestis CO92) | Y. pestis Topo-I cleavage product accumulation | activity, % at 10 µM | 0.064% of 360,000 active | AID 504884, 2011; in the data active means activity above about 50%, passing the limit was not always enough; further: inactives centre near 2
PrPC TRFRET: inhibitors of human cell surface prion protein PrPC, primary screen, cell-based, TR-FRET | Major prion protein (Homo sapiens), P04156 | TR-FRET read-out | inhibition, % at 13.8 µM | 0.43% of 370,000 active; in the data active means inhibition above about 24%; further: 0% = median of the test wells and 100% = reference compound wells
SSB-PriA inh: inhibitors of Klebsiella pneumoniae PriA binding to SSB C-terminal tail, primary screen, biochemical, AlphaScreen | PriA–SSB C-terminal tail interaction (Klebsiella pneumoniae) | AlphaScreen SSBct-PriA binding, biotinylated peptide | inhibition, % at 33 µM | 0.6% of 430,000 active | AID 1272365, 2023; in the data active means inhibition mostly above about 37%, no sharp cut-off; inactive means mostly below about 20%;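 further: plate controls were negative control peptide for no effect and reference peptide for full effect; strong numbers were not always called active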
* = called active by the depositor; i = inactive; / = no result given; & = joins results of further samples. This is a subset; count on the stated rates, not on these rows.

Codes – A = MazF activator; B = Rv3671c inh; C = VHR inh abs; D = TcdB inh; E = Vc quorum ag; F = 3CLpro inhibitor; G = CCHF vOTU inh; H = Yp Topo-I inh; I = PrPC TRFRET; J = SSB-PriA inh
O=C(NCC(=O)N1CC=C(c2ccccc2)CC1)c1ccco1
  A: 4	B: 2	C: /	D: 3.9	E: -0.2	F: /	G: 5	H: -5	I: -8	J: -4
CC(C)NC(=O)CSc1nc2ccccc2n1CC(=O)N(C(C)C)C(C)C
  A: -10	B: /	C: 41	D: 0.9	E: -0.3	F: -1	G: 12	H: 6	I: 1	J: -17
Cn1cccc1CNC(=S)Nc1ccccc1F
  A: -14	B: 14	C: 7	D: -1.8	E: -0.4	F: -1	G: -6	H: 2	I: 1	J: 5
COc1cc(/C=N/n2cnnc2)ccc1OC(=O)c1cccnc1
  A: 2	B: 3	C: 32	D: /	E: -0.2	F: 0	G: 2	H: 3	I: 2	J: /
Cc1ccc(N(Cc2cc3ccc(C)cc3[nH]c2=O)C(=O)c2ccco2)cc1
  A: -4	B: -10	C: 11	D: 0.9	E: -0.5	F: 6	G: -1	H: 12	I: 2	J: -7
O=C(COC(=O)Cc1ccccc1)Nc1cc(S(=O)(=O)N2CCCCC2)ccc1Cl
  A: -5	B: -8	C: /	D: 1.4	E: -0.3	F: /	G: 6	H: 13	I: 2	J: -10
COc1ccc(N2CCN(S(=O)(=O)c3ccc4c(c3)CC(C)N4C(=O)C3CC3)CC2)cc1 (configuration not stated)
  A: 1	B: 3	C: 9	D: 1.0	E: i	F: 3	G: 10	H: 2	I: 0	J: 11
O=C(c1cccs1)N1CCCC(c2nc3c(nnn3Cc3ccccc3)c(=O)[nH]2)C1 (configuration not stated)
  A: 7	B: -4	C: 17	D: -1.1	E: i	F: 3	G: 15	H: 6	I: -10	J: -15
CCC(=O)NC(=S)Nc1ccc(NC(=S)NC(=O)c2ccc(C)cc2)cc1
  A: -11	B: -10	C: 14	D: 0.8	E: i	F: 5	G: -6	H: -3	I: -7	J: 9
COc1ccc(CN2C(=O)c3ccccc3C(/C=N\OCc3ccc(C)cc3)C2=O)cc1 (configuration not stated)
  A: -4	B: -2	C: 29	D: /	E: -0.2	F: 0	G: 19	H: 4	I: -2	J: /
COc1ccc2cc(CN(CCCN3CCOCC3)Cc3nnnn3C3CCCC3)c(=O)[nH]c2c1
  A: -4	B: -5	C: 1	D: /	E: 3.6	F: -3	G: -32	H: 3	I: -7	J: 1
CCN(CC)C(=O)C1CCN(S(=O)(=O)c2ccc(C3CNC(=O)C3)cc2)CC1 (configuration not stated)
  A: 1	B: -1	C: 19	D: 0.9	E: -0.4	F: 1	G: 9	H: 3	I: -3	J: -13
CCN(C(=O)COC(=O)c1cccnc1)c1cccc2ccccc12
  A: 2	B: 14	C: /	D: -0.2	E: i	F: /	G: -12	H: 21	I: 4	J: -12
CSCCC(NC(=O)c1ccccc1)C(=O)N1CCN(C(=O)c2ccccc2)CC1 (configuration not stated)
  A: 2	B: 5	C: /	D: -1.9	E: i	F: /	G: 5	H: 5	I: 7	J: -2
Cc1ccc(CNC(=O)c2coc(=O)c3ccccc23)o1
  A: 15	B: 1	C: -2	D: /	E: 0.3	F: 1	G: 14	H: 6	I: -4	J: 9
O=C(c1ccc(F)cc1)N1CCCC(N2CCN(Cc3ccc4c(c3)OCO4)CC2)C1 (configuration not stated)
  A: -4	B: 0	C: 14	D: 0.6	E: 0.9	F: -1	G: 17	H: 1	I: -4	J: 6
Cc1c(N=C2N=C(NC(=O)c3ccc(F)cc3)c3ccccc32)c(=O)n(-c2ccccc2)n1C
  A: -178	B: -1	C: 5	D: 0.4	E: -1.0	F: -1	G: -10	H: 15	I: 1	J: -14
Cc1[nH]c2ccccc2c1CN1CCN(c2ccccn2)CC1
  A: 4	B: 0	C: 0	D: 1.6	E: i	F: 0	G: -8	H: -1	I: 0	J: 1
CCN(C(=O)COC(=O)c1ccc(=O)n(Cc2ccccc2)n1)C1CCCCC1
  A: 6	B: -7	C: /	D: 1.8	E: -3.8	F: /	G: -2	H: -9	I: -5	J: -16
Cc1nnc(SCC(=O)Nc2cccc(S(=O)(=O)N3CCCC3)c2)n1C1CC1
  A: 5	B: /	C: /	D: -1.4	E: i	F: /	G: 11	H: 2	I: 3	J: /
COc1ccc(NC(=O)N2CCN(c3ccc([N+](=O)[O-])cc3)CC2)cc1
  A: -17	B: -7	C: 17	D: 0.8	E: 0.0	F: 2	G: 11	H: 0	I: -12	J: -7
Cc1cc(OCC(=O)NCCO)ccc1Cl
  A: 8	B: 6	C: 9	D: /	E: -0.3	F: -5	G: -6	H: 5	I: -1	J: -4
Cc1ccc2c(c1)C(c1ccc(N3CCOCC3)cc1)=NNC(c1cccs1)=N2
  A: 4	B: -9	C: 25	D: /	E: 11	F: -4	G: -4	H: 10	I: 1	J: -3
CCOC(CNC(=O)c1ccc2c(c1)ncn2-c1ccc(F)c(F)c1)OCC
  A: 2	B: 5	C: -2	D: 1.7	E: i	F: 6	G: -2	H: -1	I: -5	J: 1
O=C(CN1CCOC1=O)N1CCCC(N2CCN(c3cccc(C(F)(F)F)c3)CC2)C1 (configuration not stated)
  A: -1	B: 4	C: 18	D: 1.5	E: i	F: 0	G: 9	H: 3	I: 0	J: -12
O=C1N=c2ccccc2=C1c1sc(=S)n(NC(=O)c2cccc(O)c2)c1O
  A: -8	B: /	C: 23	D: 1.4	E: i	F: -1	G: -6	H: -7	I: 7	J: 2
O=C(c1ccccn1)N1N=C2/C(=C/c3ccccc3)CCCC2C1c1ccccc1 (configuration not stated)
  A: 0	B: 3	C: 10	D: -0.9	E: i	F: 6	G: 7	H: 13	I: 4	J: 5
CC(=O)c1c(C)[nH]c(C(=O)NCc2ccccn2)c1C
  A: 2	B: 0	C: 26	D: /	E: -11	F: 1	G: 1	H: 2	I: 4	J: -11
Cc1cccc(S(=O)(=O)Nc2nc3ccccc3nc2NCc2ccc3c(c2)OCO3)c1
  A: -3	B: -6	C: -8	D: /	E: i	F: 2	G: 2	H: 8	I: -5	J: -3&8
CC1CC(C)CN(C(=S)Nc2ccc(SC(F)F)cc2)C1 (configuration not stated)
  A: -10	B: -9	C: 15	D: /	E: -0.4	F: -3	G: 15	H: -3	I: 9	J: -12
Cc1nc(N2CCN(S(=O)(=O)c3ccc(Br)cc3)CC2)c2c(C)c(C)sc2n1
  A: -16	B: -7	C: 19	D: 0.5	E: i	F: 3	G: 5	H: 5	I: 5	J: 2
Cn1cccc1/C=N/NC(=O)CSc1nc2ccccc2n1C
  A: 2	B: 15	C: -11	D: 1.9	E: -1.0	F: -1	G: 2	H: -2	I: -5	J: i
CCCN(CCC)C(=O)Cn1c(=O)n(CCCC(=O)NCc2ccco2)c(=O)c2sccc21
  A: 1	B: 2	C: 37	D: 0.8	E: i	F: 0	G: -6	H: -1	I: 0	J: 0
COc1cccc(C(=O)N(C)Cc2c(C)nn(C3CCS(=O)(=O)C3)c2C)c1 (configuration not stated)
  A: -24	B: 8	C: /	D: 0.6	E: -0.7	F: /	G: 0	H: -6	I: 5	J: 4
CCC1Nc2ncnc(N3CCOCC3)c2N(Cc2ccc(Cl)cc2)C1=O (configuration not stated)
  A: -4	B: -3	C: /	D: /	E: -2.8	F: /	G: /	H: 7	I: /	J: -8
CC1CCN(c2c([N+](=O)[O-])nn(-c3ccc4c(c3)OCCO4)[n+]2[O-])CC1
  A: -6	B: 3	C: -6	D: /	E: -0.3	F: 1	G: -5	H: -8	I: -10	J: 40*
COC(=O)c1ccccc1S(=O)(=O)N1CCCC(c2nc3c(nnn3Cc3ccc(C)cc3)c(=O)[nH]2)C1 (configuration not stated)
  A: -3	B: 4	C: -23	D: 0.9	E: -0.3	F: 3	G: 16	H: 26	I: -7	J: 1
COC(=O)c1ncccc1SC
  A: 5	B: 10	C: 5	D: 1.3	E: i	F: -1	G: 0	H: -9	I: -1	J: -31
CCc1cc2c(=O)c(-n3cnc4ccccc43)coc2cc1O
  A: -1	B: -8	C: 1	D: /	E: 0.6	F: 4	G: -4	H: -7	I: 5	J: -2
COc1cc(C(C)=O)ccc1Oc1ccc(S(=O)(=O)N2CCOCC2)cn1
  A: -9	B: 5	C: /	D: -1.9	E: -7.1	F: /	G: -6	H: 8	I: 1	J: /
O=S(=O)(c1ccc(Cl)cc1)N1CCn2c1nc1ccccc12
  A: -10	B: 1	C: 5	D: /	E: i	F: -1	G: -3	H: -4	I: 4	J: 5
O=C(NCc1n[nH]c(=S)n1-c1ccc(Cl)c(Cl)c1)c1ccc(S(=O)(=O)N2CCCCC2)cc1
  A: -2	B: -3	C: 7	D: 0.1	E: i	F: -1	G: 3	H: 2	I: -4	J: -10
CCCCCCN1Cc2ccccc2C1
  A: 2	B: 1	C: 19	D: /	E: 0.5	F: -2	G: 7	H: 0	I: -2	J: -7
Cc1nc2cc(C(F)(F)F)ccc2n1C1CCN(Cc2nnnn2CCc2ccccc2)CC1
  A: 0	B: -7	C: 9	D: /	E: /	F: 3	G: 2	H: 0	I: -5	J: -6
CN(C(=O)CSc1nnnn1-c1ccccc1)C1CCCCC1
  A: -1	B: 3	C: 24	D: -0.9	E: /	F: -1	G: -6	H: 3	I: 6	J: -19

Reformatted with tabs: 3 of the compounds above
mol	MazF activator	Rv3671c inh	VHR inh abs	TcdB inh	Vc quorum ag	3CLpro inhibitor	CCHF vOTU inh	Yp Topo-I inh	PrPC TRFRET	SSB-PriA inh
O=C(NCc1n[nH]c(=S)n1-c1ccc(Cl)c(Cl)c1)c1ccc(S(=O)(=O)N2CCCCC2)cc1	-2	-3	7	0.1	i	-1	3	2	-4	-10
CN(C(=O)CSc1nnnn1-c1ccccc1)C1CCCCC1	-1	3	24	-0.9	/	-1	-6	3	6	-19
CC1CCN(c2c([N+](=O)[O-])nn(-c3ccc4c(c3)OCCO4)[n+]2[O-])CC1	-6	3	-6	/	-0.3	1	-5	-8	-10	40*

(cont.)
Codes – A = MazF activator; B = Rv3671c inh; C = VHR inh abs; D = TcdB inh; E = Vc quorum ag; F = 3CLpro inhibitor; G = CCHF vOTU inh; H = Yp Topo-I inh; I = PrPC TRFRET; J = SSB-PriA inh
CCOCCCNC(=O)C(c1ccc(Cl)cc1)N1CCN(C(=O)c2ccco2)CC1 (configuration not stated)
  A: 4	B: 2	C: 12	D: /	E: -0.2	F: 4	G: 0	H: 1	I: -1	J: -1
Cc1ccccc1NC(=S)NNC(=O)c1cccc(Br)c1
  A: 6	B: 3	C: 9	D: -0.9	E: -0.5	F: 7	G: 5	H: -19	I: 3	J: 5&13
Cc1cc(C=C2C(=O)NC(=S)NC2=O)c(C)n1-c1ccc2c(c1)OCO2
  A: -34	B: 0	C: 7	D: /	E: -0.5	F: 0	G: 4	H: 5	I: 4	J: 5
CCCC(=O)NC(=S)Nc1nc(-c2ccc(OC)cc2)cs1
  A: -11	B: 1	C: -8	D: 2.3	E: i	F: -1	G: -2	H: 10	I: 1	J: -16
Cc1c(NC(=O)CN2CC(C)OC(C)C2)c(=O)n(-c2ccccc2)n1C (configuration not stated)
  A: 8&3	B: 3	C: 24	D: 1.8	E: i	F: -4	G: 13&-15	H: -1&2	I: -2&2	J: -2
COc1cc2ccc(=O)oc2c2ccoc12
  A: 9	B: -3	C: 28	D: -0.2	E: i	F: 0	G: -8	H: 12	I: 0	J: -17
COc1cccc(NS(=O)(=O)c2c(C)cc(C)cc2C)c1
  A: 2	B: -2	C: -8	D: /	E: -1.0	F: 6	G: 2	H: 1	I: 6	J: -24
COc1ccc(NC(=O)CSc2nnnn2C)c([N+](=O)[O-])c1
  A: 6	B: -2	C: -3	D: -0.8	E: -0.6	F: 0	G: -2	H: -3	I: -34	J: -7
